High-throughput results (PubChem)
DT40 TDP1 CPT: growth inhibition of DT40 Tdp1-/-;hTDP1 cells with camptothecin (screen for TDP1 inhibitors); chicken DT40 Tdp1-/-;hTDP1 cells + 20 nM CPT, ATP luminescence, 48 h; Potency, µM (top dose mostly 46.2 µM), inactives show at the highest dose activity change, negative = growth inhibition, usual class: inhibitors; hit rate 12% among 420,000; also: nearly all actives have a fitted effect of over 55% in size
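Chicken DT40 Tdp1-/- cells complemented with human TDP1, 400 cells/well, exposed to compounds plus 20 nM camptothecin for at least 48 h at 37 C; viability read as ATP content by CellTiter-Glo luminescence.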
TDP1 cell noCPT: qHTS for Inhibitors of human tyrosyl-DNA phosphodiesterase 1 (TDP1): qHTS in cells in absence of CPT; DT40 Tdp1-/- hTDP1 cells, no CPT, ATP luminescence, 48 h; Potency, µM (titrated, usually from 46.2 µM), for the others: at the highest dose activity change, negative = growth inhibition, hits mostly inhibitors; hit rate 15% among 420,000; also: nearly all actives have a fitted effect of over 55% in size
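DT40 Tdp1-/-;hTDP1 cells, no CPT (DMSO vehicle only), 400 cells/well; compounds pin-transferred; ≥48 hr, 37 °C; CellTiter-Glo 30 min RT dark, luminescence read.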
TDP1 block: TDP1 (human) enzyme inhibition; Q9NUW8; recombinant TDP1, AlphaScreen DNA substrate cleavage; Potency, µM (top dose mostly 130 µM), for inactives: at the highest dose activity change, negative = inhibition, actives largely listed as inhibitors; hit rate 0.28% among 350,000; AID 485290; also: nearly all actives have a fitted effect of over 40% in size
Target sequence (Q9NUW8 whole entry, looked up): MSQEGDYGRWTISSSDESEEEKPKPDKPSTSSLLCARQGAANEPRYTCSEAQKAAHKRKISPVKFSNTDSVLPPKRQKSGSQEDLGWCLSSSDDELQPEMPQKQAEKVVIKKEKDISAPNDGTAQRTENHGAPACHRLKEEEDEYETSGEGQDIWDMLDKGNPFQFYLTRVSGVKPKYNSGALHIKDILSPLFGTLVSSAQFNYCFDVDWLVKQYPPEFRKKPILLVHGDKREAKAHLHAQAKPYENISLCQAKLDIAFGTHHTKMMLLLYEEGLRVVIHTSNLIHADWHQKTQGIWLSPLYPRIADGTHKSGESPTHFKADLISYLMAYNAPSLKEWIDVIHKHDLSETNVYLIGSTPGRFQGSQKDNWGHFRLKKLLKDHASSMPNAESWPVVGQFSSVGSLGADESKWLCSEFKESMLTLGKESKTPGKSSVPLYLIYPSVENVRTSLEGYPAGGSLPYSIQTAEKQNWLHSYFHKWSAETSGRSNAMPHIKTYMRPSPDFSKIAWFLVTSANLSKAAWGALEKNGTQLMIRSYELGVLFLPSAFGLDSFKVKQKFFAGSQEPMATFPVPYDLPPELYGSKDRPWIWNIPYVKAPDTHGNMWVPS
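Enzyme-compound mixtures sat 15 min at room temperature, followed by a 5 min reaction with 15 nM final substrate and 10 min with AlphaScreen beads. Recombinant human Tdp1 was used at 1 nM final.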
Numbers without * were called inactive; ? = inconclusive; · = not tested or not shown; & = joins results of further samples; [ ] = remark or other dose. Calls follow the shape of the dose curve; as a rule, active = well fitted curve in the direction sought with a large enough effect; inconclusive = small, poorly fitted or top-dose-only effect, or another doubt; inactive = no such curve, though single readings can be large; an effect the other way counts as inactive or inconclusive. % is scaled to controls: 0 for no effect and ±100 for the full control effect; potency is read from the fitted curve at half-maximal effect.

| no. | canonical_smiles | DT40 TDP1 CPT | TDP1 cell noCPT | TDP1 block |
| --- | --- | --- | --- | --- |
| 1 | O=c1oc2ccccc2nc1/C=C(O)/C=C/c1ccc(F)cc1 | 9.2µM* | 15µM* | 0% |
| 2 | CCn1c(SCc2nc3ccccc3s2)nnc1-c1ccccc1 | -6% | ? | 0% |
| 3 | COc1ccc(Nc2cc(C)nc3ccc(C)cc23)cc1 | ? | 16µM* | · |
| 4 | Cc1cccc(NC(=O)Cn2c(=O)n(-c3ccccc3Cl)c(=O)c3c(C)c(C(=O)N(C)C)sc32)c1 | ? | ? | 4% |
| 5 | CCCn1c(N2CCN(Cc3ccc(Cl)cc3)CC2)nc2ccccc21 | ? | 12µM* | 3% |
| 6 | Cc1ccc(N2CC(C(=O)N3CCc4ccccc43)CC2=O)cc1 (stereo not drawn) | -2% | -27% | 0% |
| 7 | CS(=O)(=O)c1ccc(Cl)c(NC(=O)CSc2nc3ccccc3c(=O)n2CCCN2CCOCC2)c1 | -22% | ? | 2% |
| 8 | Cc1cc(SCC(=O)c2ccccc2)n2ncc(-c3ccccc3)c2n1 | ? | 7.3µM* | 3% |
| 9 | COc1ccc(CCn2c(-c3cccc([N+](=O)[O-])c3)nc3nc4ccccc4nc32)cc1 | -1% | 9% | · |
| 10 | c1ccn2c(Cc3nnc4ccccn34)nnc2c1 | -3% | -8% | -2% |
| 11 | Cc1sc2ncn(CC(=O)N3CCN(c4ccccn4)CC3)c(=O)c2c1S(=O)(=O)N1CCC(C)CC1 | 4% | -20% | 1% |
| 12 | CC1CCCN(C(=O)C2CCN(CC3CC=CCC3)CC2)C1 (stereo not drawn) | -12% | -30% | -8% |
| 13 | COc1ccc(-c2csc(NC(=O)c3ccccc3F)n2)cc1 | -4% | ? | · |
| 14 | Cc1cccc(Nc2nnc(SCC(=O)c3c(N)n(C4CC4)c(=O)[nH]c3=O)s2)c1C | ? | 12µM* | 0% |
| 15 | CCOc1cc(C2NC(=O)NC(c3ccccc3)=C2C(=O)c2ccccc2)c(Br)cc1OCC(=O)O (stereo not drawn) | -21% | -12% | -8% |
| 16 | COc1cccc(NC(=O)c2c([N+](=O)[O-])cnn2C)c1 | -19% | -2% | 2% |
| 17 | CCOC(=O)N1CCN(C(=O)C2CCCCC2)CC1 | 1% | -8% | 2% |
| 18 | COc1ccc(NC(=O)CSc2nnc3scc(-c4ccc(Cl)cc4)n23)cc1 | -20% | -29% | · |
| 19 | CC(=O)Nc1ccc(NC(=O)c2cc3sccc3n2Cc2ccc(F)cc2)cc1 | ? | ? | -3% |
| 20 | Cc1cc([N+](=O)[O-])nn1CC(=O)N1CCc2ccccc2C1 | -24% | -27% | 2% |
| 21 | O=C(NC1CCCCC1)c1cc(-c2cccs2)on1 | 37%[activator] | -3% | 2% |
| 22 | Cc1ccc2sc(N(CCCN(C)C)C(=O)c3ccc(S(=O)(=O)N4CCOCC4)cc3)nc2c1C | ? | ? | -5%[0.505 µM] |
| 23 | Cc1cc(C)c(NC(=O)Cn2nnc3sc4c(c3c2=O)CCC(C(C)(C)C)C4)c(C)c1 (stereo not drawn) | 15µM* | 21µM* | 2% |
| 24 | O=C(C(=Cc1ccccc1)c1ccccc1)c1ccccc1 | ? | ? | · |
| 25 | C[n+]1cccc(C(=O)NNC(=O)C23CC4CC(CC(C4)C2)C3)c1 | 0% | -18% | -1% |
| 26 | CCCCn1nnnc1SCC(=O)c1ccccc1F | -10% | 9% | 8% |
| 27 | CC(C)C(NC(=O)CN(c1ccc2c(c1)OCCO2)S(=O)(=O)c1ccccc1)C(C)C | -5% | -27% | · |
| 28 | CN(C)S(=O)(=O)c1cccc(-c2nnc(SCc3ccc4c(c3)OCCO4)o2)c1 | -17% | ? | -9% |
| 29 | Cc1cc(=O)oc2c(C(=O)/C=C\c3cccs3)c(O)ccc12 | ? | ? | · |
| 30 | Nc1ncnc2c1ncn2[C@@H]1O[C@H](C(=O)NS(=O)(=O)c2ccccc2[N+](=O)[O-])[C@@H](O)[C@H]1O | ? | ? | · |
| 31 | CCc1ccc(NC(=O)CSc2nc3ccccc3c(=O)n2CCCC(=O)NCCCN2CCOCC2)cc1 | -2% | ? | 3% |
| 32 | COc1cccc(-c2cc(C(=O)N/N=C/c3cccc(OC)c3OC)c3ccccc3n2)c1 | 21µM* | 4.6µM* | · |
| 33 | CCCN(C(=O)c1cnccn1)c1c(N)n(Cc2ccccc2)c(=O)[nH]c1=O | 1% | 16% | -4%[56.1 µM] |
| 34 | O=C(O)c1cccc(NC(=O)c2ccc(COc3ccc(Cl)cc3)cc2)c1 | 2% | 18% | · |
| 35 | O=C(CSc1ccccc1)N1CCCC(N2CCN(c3ccccc3)CC2)C1 (stereo not drawn) | ? | -18% | 3% |
| 36 | CCCCN1C(=N)N([C@@H](CCC)CN2CCC[C@H]2CN2C(N)=NC[C@H]2CC(C)C)C[C@H]1Cc1ccccc1 | ? | ? | -7% |
| 37 | COc1cccc(C2C(C#N)=C(N)Oc3cc(N)ccc32)c1OC (stereo not drawn) | -1% | 4% | 5% |
| 38 | CCCCn1c(N)c(N(CCC(C)C)C(=O)Cc2ccc(S(=O)(=O)N3CCOCC3)s2)c(=O)[nH]c1=O | -8% | -10% | 0% |
| 39 | Cc1cccc(C(=O)N2CCc3c([nH]c4ccccc34)C2CC(C)C)n1 (stereo not drawn) | -29% | -17% | -3% |
| 40 | O=C(NCCCN1CCCC1)c1cc(Sc2ccc(F)cc2)nc2ccccc12 | -21% | -21% | 5% |
| 41 | CCCCn1c(-c2ccsc2)nc2c1c(=O)[nH]c(=O)n2CCC | ? | ? | -4% |
| 42 | CCN(CC(=O)Nc1c(F)cccc1F)C(=O)CCCc1nc2ccccc2c(=O)[nH]1 | -4% | -12% | 5% |
| 43 | CCCC(NC(=O)COc1cc2c(c3oc(=O)c(C)c(C)c13)CCC(C)(C)O2)C(=O)O (stereo not drawn) | 4% | 18% | · |
| 44 | CCc1ccc2[nH]c(=O)c(CN(Cc3ccc(OC)cc3)Cc3nnnn3CCOC)cc2c1 | 18µM* | ? | -3% |
| 45 | CC(C)Oc1ccc(NC(=O)C2CCCNC2=O)cc1 (stereo not drawn) | -13% | 1% | -2% |
| 46 | CCN(CC)CCNC(=O)CNC(=S)N(CCCN1CCOCC1)Cc1cccs1 | 21% | -1% | 0% |
| 47 | Cc1c(C(=O)N(C)Cc2ccccc2)oc2c(Cl)cccc12 | -9% | ? | -4% |
| 48 | CCCOC(=O)C1=C(C)NC2=C(C(=O)C(C(=O)OC)C(C)C2)C1c1ccc(N(C)C)cc1 (stereo not drawn) | -22% | -16% | 8% |
| 49 | COc1cc(C2c3c(-c4c(C)cc(C)cc4O)n[nH]c3C(=O)N2CCO)cc(OC)c1OC (stereo not drawn) | -27% | -27% | 5% |
| 50 | CCc1nn(CC(=O)NCCCN2CCN(C)CC2)c(=O)c2cc3occc3n12 | -1%&-7% | 4%&-4% | -1%&8% |
| 51 | COc1cccc(-c2nc3n(n2)C(c2ccccc2Cl)C(C(N)=O)=C(C)N3)c1 (stereo not drawn) | ? | -28% | 0% |
| 52 | O=C(Nc1nnc([C@H]2C[C@H](O)[C@@H](CO)O2)s1)c1cccc(OC(F)(F)F)c1 | -13% | -12% | · |
| 53 | COCCNC(=O)[C@@H]1CSC2c3ccc(OC)c(OC)c3C(=O)N21 (stereo partly drawn) | 1% | 12% | · |
| 54 | O=C(N/C(=C/c1ccc(Br)cc1)C(=O)N1CCCC1)c1cccs1 | 0% | -21% | 1% |
| 55 | CC1Cc2ccccc2N1C(=O)CSC1=NCCS1 (stereo not drawn) | 10µM* | ? | 4% |
| 56 | COc1ccc(-c2ccc(NS(=O)(=O)c3ccccc3Cl)cc2)nn1 | 21µM* | 18µM* | 5% |
| 57 | CC(C)C[C@H]1CN(CCCC[C@H]2CNC(=O)C(=O)N2CC2CCCCC2)C(=O)C(=O)N1CC1CCCCC1 | ? | ? | · |
| 58 | COc1cc(C)ccc1OCCOc1c(C)cc(Cl)cc1Cl | -3% | 1% | -5% |
| 59 | O=c1c2ccccc2ncn1-c1cccc(Br)c1 | 19% | -4% | · |
| 60 | O=S1(=O)[C@H]2C[C@@H]3C=C[C@]2(CN1Cc1ccc(C(F)(F)F)cc1)O3 | -22% | -1% | · |

(list continues)
| no. | canonical_smiles | DT40 TDP1 CPT | TDP1 cell noCPT | TDP1 block |
| --- | --- | --- | --- | --- |
| 61 | CCCCNC(=O)CSC1=Nc2ccccc2C2=NC(CCC(=O)NCc3ccccc3OC)C(=O)N12 (stereo not drawn) | ? | ? | 2% |
| 62 | CCc1nnc(-n2nc(C)cc2-c2ccccc2)n1N | -20% | -21% | 5% |
| 63 | CS(=O)(=O)N(CC(=O)Nc1ccc(Br)cc1F)C1CCCCC1 | ? | 9.2µM* | 1% |
| 64 | COc1ccc(Nc2ncnc3sccc23)cc1 | -8% | ? | 0% |
| 65 | Fc1ccccc1CSc1nnc2ccc(-c3ccncc3)nn12 | -16% | 0% | 0% |
| 66 | Cc1ccc(NC(=O)CN(C)CC(=O)Nc2ccccc2C#N)cc1 | 12% | -28% | 5% |
| 67 | COc1nnc(-c2ccc(N3CCCCC3)c(N)c2)c2ccccc12 | 7.3µM* | 8.2µM* | · |
| 68 | CCN(C(=O)c1ccc(NC(=O)C2CCCCC2C(=O)O)cc1)c1ccccc1 (stereo not drawn) | 14% | -3% | · |
| 69 | Cc1c(Cl)cccc1NC(=O)CSc1ncnc2c1cnn2CCc1ccccc1 | -27% | ? | 0% |
| 70 | O=C(COC(=O)C12CC3CC(CC(Br)(C3)C1)C2)Nc1ccc2[nH]c(=O)[nH]c2c1 | -3% | -1% | · |
| 71 | O=C(COC(=O)c1ccc(O)cc1O)NNC(=O)c1cccs1 | 2% | -10% | 0% |
| 72 | COC(=O)c1ccc(NS(=O)(=O)c2ccc(OC)cc2)cc1 | -21% | -21% | 5% |
| 73 | O=C(c1ccc(COc2ccccc2Cl)o1)N1N=C(C(F)F)CC1(O)C(F)F (stereo not drawn) | 23µM* | 16µM* | 3% |
| 74 | Clc1ccccc1SCc1nc2ccccc2[nH]1 | ? | ? | 1% |
| 75 | Cc1cc(NC(=O)COC(=O)c2cc(S(=O)(=O)N(C)c3ccccc3)ccc2Cl)no1 | -10% | -3% | 1% |
| 76 | O=C(c1cccc(F)c1)N1CCC(c2c[nH]c3ccccc23)(c2c[nH]c3ccccc23)CC1 | ? | ? | 0% |

Of the compounds above, these contain an NH in an aromatic ring:
| no. | canonical_smiles | DT40 TDP1 CPT | TDP1 cell noCPT | TDP1 block |
| --- | --- | --- | --- | --- |
| 14 | Cc1cccc(Nc2nnc(SCC(=O)c3c(N)n(C4CC4)c(=O)[nH]c3=O)s2)c1C | ? | 12µM* | 0% |
| 33 | CCCN(C(=O)c1cnccn1)c1c(N)n(Cc2ccccc2)c(=O)[nH]c1=O | 1% | 16% | -4%[56.1 µM] |
| 38 | CCCCn1c(N)c(N(CCC(C)C)C(=O)Cc2ccc(S(=O)(=O)N3CCOCC3)s2)c(=O)[nH]c1=O | -8% | -10% | 0% |
| 39 | Cc1cccc(C(=O)N2CCc3c([nH]c4ccccc34)C2CC(C)C)n1 (stereo not drawn) | -29% | -17% | -3% |
| 41 | CCCCn1c(-c2ccsc2)nc2c1c(=O)[nH]c(=O)n2CCC | ? | ? | -4% |
| 42 | CCN(CC(=O)Nc1c(F)cccc1F)C(=O)CCCc1nc2ccccc2c(=O)[nH]1 | -4% | -12% | 5% |
| 44 | CCc1ccc2[nH]c(=O)c(CN(Cc3ccc(OC)cc3)Cc3nnnn3CCOC)cc2c1 | 18µM* | ? | -3% |
| 49 | COc1cc(C2c3c(-c4c(C)cc(C)cc4O)n[nH]c3C(=O)N2CCO)cc(OC)c1OC (stereo not drawn) | -27% | -27% | 5% |
| 70 | O=C(COC(=O)C12CC3CC(CC(Br)(C3)C1)C2)Nc1ccc2[nH]c(=O)[nH]c2c1 | -3% | -1% | · |
| 74 | Clc1ccccc1SCc1nc2ccccc2[nH]1 | ? | ? | 1% |
| 76 | O=C(c1cccc(F)c1)N1CCC(c2c[nH]c3ccccc23)(c2c[nH]c3ccccc23)CC1 | ? | ? | 0% |
